PGC1a acetyl inh: PGC1a acetylation modulation, inhibitor mode; U2OS PGC1a acetylation, AlphaScreen anti-acetyl-lysine; with virally co-expressed GCN5 acetyltransferase; inhibition, % at 15.6 µM; hit rate 0.17% among 350,000;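 active = every replicate shows inhibition of at least 40%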;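 note: 0% = neutral control wells and 100% = positive control wells; some results beyond the cut were filed as inactive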
PAX8 reporter: lowers PAX8-driven luciferase in RMG-I cells; RMG-I TPO-luciferase reporter, SteadyGlo, 24 h; inhibition, % at 12.6 µM; hit rate 1.2% among 360,000;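 active = mean replicate inhibition at least 60% with every replicate also reaching 60%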;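 note: luciferase light reporting Pax8 driven TPO promoter activity; plate controls were median of neutral control wells for no effect and mitoxantrone controls for full effect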
EWS-Fli block: blocks EWS/Fli oncoprotein-driven transcription; AID 651661; A673 NR0B1-luciferase reporter, viability-normalised; hit rate 0.67% among 350,000; inhibition, % at 12.6 µM;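 active = mean inhibition of at least 50% after viability correction, with every replicate also passing that limit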;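 note: firefly luciferase signal divided by Alamar Blue viability fluorescence both relative to DMSO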
Cneo AK release: causes C. neoformans cell lysis; adenylate kinase release luminescence, 4 h; normalised: neutral wells 0, clomiphene wells 100; lysis activity, % at 15 µM; hit rate 0.2% among 360,000;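 active = mean lysis activity across replicates of at least 80%, whatever share of replicates individually reach that level; inactive = mean lysis activity below 80%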
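Material: C. neoformans cells | Amount: Yeast cell density of 5 × 10^6 cells/mL | Medium: Fresh YPD growth medium | Dosing: Single dose | Times: Static 4 h at 37 °C with compound, 1 h detection | Detection: AK luminescence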
FN deposit inh: fibronectin deposition inhibition | AH1F fibroblasts, Alexa488-fibronectin deposition fluorescence, overnight | inhibition, % at 12.6 µM | hit rate 0.086% among 350,000;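 active = mean inhibition across replicates of 30% or more, regardless of how many single replicates reach that level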;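 note: positive control wells lacked labelled fibronectin entirely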
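Assay system: AH1F fibroblasts assembling fluorescent fibronectin matrix; Amount: 10000 AH1F cells per well; Buffer or medium: DMEM, 2% serum; Probe or stimulus: Alexa488-fibronectin, 24 nM final in well; Doses: single compound dose, delivered by pin transfer; Incubation: 1 h adhesion, overnight exposure; Measured by: fluorescence 485/525 nm; Read-out: fibronectin deposition inhibition.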
miR122 inh: miR-122 inhibition in Huh7 cells; activation (reporter increase), % at 12.5 µM; hit rate 0.3% among 340,000; Huh7 miR-122 Renilla luciferase sensor, 48 h; neutral wells = 0, positive control = 100;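 active = mean replicate activation score at least 90 and every replicate individually at or above 90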;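 note: higher luciferase means less miR-122 activity so hits act as miR-122 inhibitors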
LGR2 antag: inhibitors of bursicon-induced Drosophila LGR2 receptor cAMP signaling; AID 720647; hit rate 0.35% among 380,000; HEK293 LGR2, CRE-luciferase, bursicon-stimulated, 4 h; inhibition, % at 9.99 µM;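 active = drop in luminescence signal, shown as inhibition above about 50% in the replicate tests, limit read from the data, passing the limit was not always enough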;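 note: agonist challenge used bursicon conditioned medium at about half maximal strength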
Casp6 inh: inhibitors of human caspase-6. hit rate 0.53% among 350,000. AID 686996. P55212. inhibition, % at 12.5 µM. purified caspase-6, Z-VEID-R110 cleavage fluorescence;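 active = mean inhibition across replicates at least about 35%, with every replicate also reaching that limit, limit read from the data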;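 note: 0% = median of neutral control wells and 100% = no fluorescence left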
Target sequence (P55212 24-179 limits assumed): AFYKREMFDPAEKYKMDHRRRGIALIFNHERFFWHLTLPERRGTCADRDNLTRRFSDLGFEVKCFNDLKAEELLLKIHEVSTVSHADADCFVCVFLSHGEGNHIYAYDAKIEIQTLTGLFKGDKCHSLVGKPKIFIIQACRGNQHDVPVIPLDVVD
Target sequence (P55212 194-293 limits assumed): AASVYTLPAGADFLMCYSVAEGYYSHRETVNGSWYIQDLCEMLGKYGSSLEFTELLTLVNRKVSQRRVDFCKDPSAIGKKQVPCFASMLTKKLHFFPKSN
Numbers without * were called inactive; x = not tested or not shown; [ ] = dose if it differs, or a comment.

SMILES	PGC1a acetyl inh	PAX8 reporter	EWS-Fli block	Cneo AK release	FN deposit inh	miR122 inh	LGR2 antag	Casp6 inh
CC(C)c1ccc(C2(C)NC(=O)N(CC(=O)NC3CCCC(C)C3C)C2=O)cc1 (configuration not stated)	-4	26	11	-2	2	-3	20	0
CN(Cc1ccc(F)cc1)S(=O)(=O)c1nnc(NC(=O)c2ccccc2Br)s1	0	-2	x	2	1	7	18	4
CCc1ccccc1NC(=S)N1CCC(NC(=O)c2ccc(OC)cc2)CC1	-14	-2	-3	x	0	x	-8	-2
O=C(NC[C@H]1N[C@@H](CO)[C@H]1c1ccc(-c2ccccc2F)cc1)c1ccccn1	-2	-11	-3	-11	-1	-7[16.7 µM]	6	-2
CSCCC(=O)N1CCCC(CNC(=O)c2ccc(-c3ccccc3)cc2)C1 (configuration not stated)	x	-32	-6	x	5	x	-7	8
Cc1ccc(S(=O)(=O)Nc2ccc3c(c2)C(=O)N([C@H](C)CO)C[C@H](C)[C@H](CN(C)S(=O)(=O)c2ccccc2)O3)cc1	-5	13	5	-1	x	-5[16.7 µM]	11	-3
Cc1c(NC(=O)CN2C(=O)NC(CCc3ccccc3)C2=O)c(=O)n(-c2ccccc2)n1C (configuration not stated)	8	9	5	-1	x	2	5	0
COc1ccc(COC[C@H](CC(C)C)N2CCN(C(=O)c3cccc(C(F)(F)F)c3)CCC2=O)cc1	x	-9	8	x	12	x	-1	-1
CCCCNC(=O)N1CCC(CCC(=O)N(C)Cc2ccccc2)CC1	-7	1	10	8	1	5	-2	-1
Cc1nn(C)c(C)c1NS(=O)(=O)c1ccccc1Cl	-11	1	-11	1	5	0	26	3
O=C(COC(=O)CNC(=O)c1ccc(Cl)cc1Cl)NCc1ccco1	-2	5	2	-3	0	-2	10	7
COCC(=O)N1C[C@H](C)[C@H](OC)CN(C)C(=O)c2cc(NS(C)(=O)=O)ccc2OC[C@H]1C	9	8	-4	0	-12	-14[16.7 µM]	8	8
Cc1ccc(Cl)cc1NC(=O)CCS(=O)(=O)c1cccc2nonc12	x	-2	4	0	-7	x	0	-1
O=C(NCCc1ccccc1)C(=O)Nc1ccc([N+](=O)[O-])cc1	10	3	-159	1	-1	-3	x	-4
Cc1ccccc1C(=O)Nc1ccnn1C1CCN(Cc2ccncc2)CC1	2	1	9	-1	12	-9	11	-3
CC(C)C(=O)NCCc1nc(-c2ccccc2)no1	-5	-32	-22	0	18	6	-3	x
COCCn1c(SCC(=O)N2CCOCC2)nc2c(c1=O)SCC2	5	11	x	1	7	-4	3	2
CC(=O)C1=C(O)C=C(c2ccco2)CC1c1ccco1 (configuration not stated)	-5	18	x	-1	-17	-1	x	x
Cc1ccc(C(=O)NCC(=O)N2CCN(c3ccccc3)CC2)cc1	6	-18	4	4	-2	-2	28	0
O=S(=O)(c1ccc(F)cc1)N1CCN(C(=S)NCc2ccco2)CC1	-19	-12	x	x	3	x	-16	x

A run of entries from further up:
SMILES	PGC1a acetyl inh	PAX8 reporter	EWS-Fli block	Cneo AK release	FN deposit inh	miR122 inh	LGR2 antag	Casp6 inh
CCc1ccccc1NC(=S)N1CCC(NC(=O)c2ccc(OC)cc2)CC1	-14	-2	-3	x	0	x	-8	-2
O=C(NC[C@H]1N[C@@H](CO)[C@H]1c1ccc(-c2ccccc2F)cc1)c1ccccn1	-2	-11	-3	-11	-1	-7[16.7 µM]	6	-2
CSCCC(=O)N1CCCC(CNC(=O)c2ccc(-c3ccccc3)cc2)C1 (configuration not stated)	x	-32	-6	x	5	x	-7	8
Cc1ccc(S(=O)(=O)Nc2ccc3c(c2)C(=O)N([C@H](C)CO)C[C@H](C)[C@H](CN(C)S(=O)(=O)c2ccccc2)O3)cc1	-5	13	5	-1	x	-5[16.7 µM]	11	-3
Cc1c(NC(=O)CN2C(=O)NC(CCc3ccccc3)C2=O)c(=O)n(-c2ccccc2)n1C (configuration not stated)	8	9	5	-1	x	2	5	0
COc1ccc(COC[C@H](CC(C)C)N2CCN(C(=O)c3cccc(C(F)(F)F)c3)CCC2=O)cc1	x	-9	8	x	12	x	-1	-1
CCCCNC(=O)N1CCC(CCC(=O)N(C)Cc2ccccc2)CC1	-7	1	10	8	1	5	-2	-1
Cc1nn(C)c(C)c1NS(=O)(=O)c1ccccc1Cl	-11	1	-11	1	5	0	26	3
O=C(COC(=O)CNC(=O)c1ccc(Cl)cc1Cl)NCc1ccco1	-2	5	2	-3	0	-2	10	7
COCC(=O)N1C[C@H](C)[C@H](OC)CN(C)C(=O)c2cc(NS(C)(=O)=O)ccc2OC[C@H]1C	9	8	-4	0	-12	-14[16.7 µM]	8	8
Cc1ccc(Cl)cc1NC(=O)CCS(=O)(=O)c1cccc2nonc12	x	-2	4	0	-7	x	0	-1
O=C(NCCc1ccccc1)C(=O)Nc1ccc([N+](=O)[O-])cc1	10	3	-159	1	-1	-3	x	-4
Cc1ccccc1C(=O)Nc1ccnn1C1CCN(Cc2ccncc2)CC1	2	1	9	-1	12	-9	11	-3

Following part
SMILES	PGC1a acetyl inh	PAX8 reporter	EWS-Fli block	Cneo AK release	FN deposit inh	miR122 inh	LGR2 antag	Casp6 inh
O=C(NC(=S)Nc1ccc(Cc2ccncc2)cc1)c1ccccc1	11	-43	x	1	3	3	-15	x
C[C@@H]1CN([C@@H](C)CO)C(=O)c2cc(C#CC3CCCC3)cnc2O[C@H]1CN(C)S(C)(=O)=O	-3	x	-6	-4	-14	x	9	8
Cc1nnc(SCC(=O)c2c(N)n(Cc3ccccc3)c(=O)n(C)c2=O)n1C	-4	0	-10	6	14	3	8	x
Cc1cc(Cl)cc(C)c1OCCCCCn1ccnc1	x	3	-4	10	14	4	x	-2
CCOc1ccc(NC(=O)COC(=O)CCN2C(=O)C3CC=CCC3C2=O)cc1OCC (configuration not stated)	19	14	1	-1	x	1	5	-8
CC(CCc1ccco1)NC(=O)CCc1nnc2ccc(NCc3ccccc3Cl)nn12 (configuration not stated)	3	18	3	-1	-3	-6	20	0
CO[C@@H]1CC[C@H]2CCN(C)C(=O)C[C@H](c3ccccc3)CN(C)C(=O)c3cccc(C#N)c3OC[C@@H]1O2	x	-2	4	3	-17	x	16	0
CCCNC(=O)C(Cc1ccccc1)NS(=O)(=O)c1ccc2c(c1)c(=O)n(C)c(=O)n2C (configuration not stated)	0	2	5	0	10	-2	-7	1
CCC(=O)N1CC2(C1)[C@H](c1ccc(-c3ccccc3C)cc1)[C@@H](CO)N2C(C)=O	-7	x	1	x	-2	x	-4	-1
CCOc1ccc(-c2nc(C#N)c(N3CCN(CC)CC3)o2)cc1	10	9	x	11	9	0	x	x
COCC(=O)Nc1ccc2c(c1)OC[C@@H](C)NC[C@@H](C)[C@H](OC)CN(C)C2=O	x	0	-6	-7	-1	1[16.7 µM]	-1	1
COc1ccc(C)cc1N(CC(=O)Nc1cccnc1)S(=O)(=O)c1ccccc1	-13	11	-1	x	5	x	-4	1
COC(=O)c1ccccc1NC(=O)/C=C/C(=O)O	6	11	-1	0	-6	-6	x	3
CCn1cc(Cl)c(C(=O)Nc2ccc(OC)c(OC)c2)n1	-9	-37	-10	-2	-22	2	8	0
O=C(C[C@H]1CC[C@@H]2[C@H](COC[C@@H](O)CN2Cc2ccccc2F)O1)NC1CCC1	-3	3	-2	2	-3	-1[16.7 µM]	2	x
CC(=O)c1ccc(-c2ccc(C(=O)N3CCC(C(N)=O)CC3)o2)cc1	-4	-145	-34	-5	-3	-5	-27	-6
C[C@H](CO)N1C[C@H](C)[C@H](CN(C)Cc2ccc3c(c2)OCO3)Oc2c(NC(=O)Nc3ccc(F)cc3)cccc2C1=O	-4	13	3	-1	x	20[16.7 µM]	-1	-1
CN1CCN(C2Cc3ccccc3Sc3ccc(Cl)cc32)CC1 (configuration not stated)	-15	-7	11	1	1	-5	1	x
CC1CCCN(C(=O)CN2C(=O)NC3(CCCCC3C)C2=O)C1 (configuration not stated)	4	-1	-4	1	2	x	-2	3
CCN(CC)CC(C)(C)NS(=O)(=O)c1ccc(Cl)cc1	1	x	-7	1	x	x	6	2
COc1ccc(S(=O)(=O)Nc2ccc3c(c2)C(=O)N([C@H](C)CO)C[C@H](C)[C@@H](CN(C)C(=O)Nc2cccc4ccccc24)OCCCC[C@@H](C)O3)cc1	6	8	-5	0	x	7[16.7 µM]	4	x
COCC(=O)N(C)C[C@@H]1Oc2ncc(C#Cc3ccc(OC)cc3)cc2C(=O)N([C@H](C)CO)C[C@@H]1C	7	x	-9	-1	x	-3[16.7 µM]	16	1
O=C(CCCc1ccncc1)c1ccccc1	x	-116	-49	x	5	x	-71	-2
CN(Cc1nc(-c2cccs2)no1)CC(O)c1ccccc1 (configuration not stated)	7	-35	-37	4	-2	2	-21	-1
CCCNC(=O)C[C@H]1C[C@@H]2c3cc(NC(=O)Nc4ccccc4F)ccc3O[C@@H]2[C@H](CO)O1	-8	3	-2	-2	-2	2[16.7 µM]	8	1
CNC(=O)c1ccsc1NC(=O)c1ccc(S(=O)(=O)N2CCc3ccccc32)cc1	x	29	-11	1	7	x	-4	-3
N#C[C@H]1[C@H](c2ccc(C3=CCCC3)cc2)[C@@H](CO)N1c1nc(-c2ccccc2)cs1	-11	-5	0	2	-6	x	-1	-1
COc1ccc2nc(SCc3cnc(C)nc3N)[nH]c2c1	7	x	-7	-1	x	x	-18	-2
O=C1c2ccccc2C(=O)N1CCC#Cc1ccc2cc(CCCO)oc(=O)c2c1	13	-1	-4	-2	4	-3	-12	-3
CC(=O)c1cc2c(cc1NS(=O)(=O)c1ccccc1)OCO2	-8	-11	x	-1	8	-6	x	x
COc1ccccc1N1CCN(C(=O)c2cc3c(C)nc4ccccc4c3o2)CC1	-7	42	14	3	17	x	9	6
CC1CCN(C(=S)c2ccc([N+](=O)[O-])cc2)CC1	13	-10	2	-2	0	-3	16	1
COc1ccc(/C=C2\Sc3ccc(C(=O)N4CCN(Cc5ccccc5)CC4)cc3N(C)C2=O)cc1OC	x	77*	34	10	21	x	18	-1
Cc1cc2c3ccccc3[nH]c(=O)n2n1	11	x	-5	0	8	41	5	-1
C[C@@H]1CN([C@@H](C)CO)C(=O)c2cc(-c3ccc(F)cc3)cnc2O[C@@H]1CN(C)C(=O)Cc1ccccn1	-9	-2	-13	1	7	0[16.7 µM]	-6	0
C[C@@H]1CN([C@H](C)CO)C(=O)c2cccc(NC(=O)Nc3ccccc3)c2O[C@H]1CN(C)Cc1ccccc1	0	-28	25	x	x	4[16.7 µM]	7	x
O=C(Nc1ncccn1)c1cccs1	5	-5	x	-1	-1	4	x	x
CSc1ncccc1C(=O)OCc1nc2ccsc2c(=O)[nH]1	x	12	-2	0	1	x	-28	2
COc1ccc(CN(C)C[C@H]2OCCCC[C@H](C)Oc3ccc(NS(=O)(=O)c4ccc(F)cc4)cc3C(=O)N([C@H](C)CO)C[C@H]2C)cc1	2	-5	11	-1	2	4[16.7 µM]	9	6
Cc1ccc(S(=O)(=O)/N=C2/NC(=O)/C(=C/c3ccccc3)S2)cc1	-1	-3	9	x	3	2	3	x
COc1ccc(NC(=O)c2cc(C3CCCCN3S(=O)(=O)Cc3ccccc3)on2)cn1 (configuration not stated)	8	-118	-86	0	3	12	3	-2

Screening data: PubChem BioAssay, Broad Institute
